Bioassay records (PubChem BioAssay)
S1P3 ag: activates the human S1P3 receptor | S1P3 NFAT-BLA reporter cells, agonism, FRET ratio; relative to 1 µM S1P, basal subtracted | Q99500 | hit rate 0.1% among 60,000 | activation, % at 4.5 µM;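 active = activation above the screen-wide mean plus 3 SD, cut at about 4.5% in these data, passing the limit was not always enough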; also: some compounds called inactive have numbers as strong as hits
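material = human S1P3 NFAT-BLA reporter CHO cells | schedule = 4 h compound at 37 °C, 2 h substrate at RT | measured by = fluorescent BLA substrate, ex 405 nm, em 460/535 nm ratio | controls = 1 µM S1P reference | replication = primary once, confirmation triplicate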
Jurkat tox 60K: cytotoxicity toward Jurkat cells. Jurkat E6.1 viability, ATP luminescence, 48 h. inhibition, % at 4 µM. hit rate 1.2% among 56,000;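 active = inhibition above the mean inhibition of all tested compounds plus 3 SD, cut at about 28% in these data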
5HT1E antag: antagonists of human 5-HT1E serotonin receptor | CHO 5-HT1E Ga15 NFAT-bla reporter, FRET, antagonist | hit rate 0.99% among 65,000 | P28566 | inhibition, % at 6 µM;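 active = inhibition above a set limit, the mean inhibition across every tested compound plus 3 SD, cut at about 29% in these data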;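 also: signal is the 460 over 535 nm emission ratio of beta-lactamase substrate; 0% = agonist plus DMSO wells and 100% = wells without agonist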
Target sequence (P28566 whole entry, looked up): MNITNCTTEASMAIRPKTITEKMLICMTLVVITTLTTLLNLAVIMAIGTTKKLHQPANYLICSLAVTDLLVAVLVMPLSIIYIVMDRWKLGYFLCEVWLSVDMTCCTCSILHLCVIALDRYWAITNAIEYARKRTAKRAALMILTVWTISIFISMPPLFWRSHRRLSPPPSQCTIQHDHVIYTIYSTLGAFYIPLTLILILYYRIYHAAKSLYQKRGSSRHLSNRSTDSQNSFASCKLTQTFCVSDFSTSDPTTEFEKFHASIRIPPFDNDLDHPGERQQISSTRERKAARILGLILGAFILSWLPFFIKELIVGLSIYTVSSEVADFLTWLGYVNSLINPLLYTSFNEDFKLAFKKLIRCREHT
HER2 expr 66K: lowers expression of human Her2 kinase | P04626 | hit rate 0.69% among 65,000 | SKBR-3 HER2 protein level, AlphaScreen, 18-24 h; active compounds read low | HER2 level % of control, % at 10 µM | AID 645;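 active = HER2 level under 5% of the carrier-only control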;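 also: 100% = DMSO carrier and 0% = 500 nM PU-H71 HSP90 inhibitor; lower value means stronger loss of Her2 protein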
M1 antag: M1 muscarinic receptor (rat) antagonism | P08482 | AID 628 | CHO-M1 cells, Fluo-4 calcium, ACh EC80 antagonist mode; active compounds read low | hit rate 3.4% among 64,000 | B-score at 10 µM;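 active = calcium fluorescence response, raw or row-and-column corrected B-score, differing from the plate sample mean either way at a set confidence level, mostly lower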
Target sequence (P08482 whole entry, looked up): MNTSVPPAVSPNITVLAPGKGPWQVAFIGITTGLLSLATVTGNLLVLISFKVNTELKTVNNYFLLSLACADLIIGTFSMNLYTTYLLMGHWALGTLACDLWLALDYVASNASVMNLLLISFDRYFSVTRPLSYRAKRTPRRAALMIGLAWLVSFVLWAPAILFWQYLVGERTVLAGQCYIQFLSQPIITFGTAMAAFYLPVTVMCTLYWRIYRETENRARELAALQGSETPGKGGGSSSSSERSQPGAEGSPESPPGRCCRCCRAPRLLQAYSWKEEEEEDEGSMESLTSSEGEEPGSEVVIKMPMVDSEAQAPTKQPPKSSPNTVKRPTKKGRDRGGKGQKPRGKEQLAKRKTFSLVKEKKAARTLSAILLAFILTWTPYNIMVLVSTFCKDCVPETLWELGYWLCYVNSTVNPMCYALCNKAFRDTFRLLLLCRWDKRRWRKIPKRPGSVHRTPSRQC
M1 agonist: agonists of M1 muscarinic receptor | CHO-M1 cells, Fluo-4 calcium fluorescence, agonist mode; active compounds read high | B-score at 10 µM | hit rate 3% among 64,000 | AID 626;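 active = fluorescence rise, raw or as B-score row- and column-corrected plate score, outside the 99.7% band of its plate's samples, either direction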
HTR1E agonist: 5-HT1E (human) receptor agonism | activation, % at 6 µM | CHO 5-HT1E Ga15 NFAT-bla reporter, FRET; 0% DMSO wells, 100% control agonist wells | hit rate 0.69% among 65,000 | AID 574;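 active = activation above a set limit, the screen-wide mean activation plus 3 SD, cut at about 8.5% in these data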;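 also: 100% = positive control agonist at 1 µM giving full maximal response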
HEK293 NFkB inh: inhibitors of the PMA/ionomycin-induced NF-kB reporter in HEK293 cells. HEK-293 NF-kB luciferase reporter, luminescence. inhibition, % at 3 µM. hit rate 0.21% among 62,000. AID 465;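 active = inhibition above the mean of all tested compounds plus 3 SD, cut at about 40% in these data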;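 also: 0% = stimulated DMSO wells and 100% = 10 µM reference inhibitor 5653914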
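Material: HEK-293 cells with stable firefly luciferase reporter driven by four HIV NF-kB elements / Also added: PMA plus ionomycin mix as NF-kB-activating stimulus / Compound dosing: 3 µM once, 0.30% DMSO / Times: 1 h pretreatment, 16 h stimulation, 37 °C / Signal: luminescence / Evaluation: per-plate % inhibition versus controls / Benchmarks: DMSO and 10 µM reference inhibitor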
S1P1 ag-PAM: S1P1 (human) agonism or agonism potentiation | P21453 | S1P1 CRE-bla cells, forskolin, beta-lactamase FRET, potentiator mode; S1P1 agonist co-added at EC20, 2 nM; 100% = saturating reference agonist, 0% = basal | activation, % at 9.5 µM | hit rate 0.57% among 56,000 | AID 449;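 active = activation above a cutoff set at the mean activation of all tested compounds plus 3 SD, cut at about 54% in these data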;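 also: forskolin at 4 µM as EC80 and the EC20 agonist is SEW2871; 100% = SEW2871 at its EC100 plus forskolin at EC80; some compounds past the cut are filed as inactive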
* = called active by the depositor; . = no result given.

SMILES	S1P3 ag	Jurkat tox 60K	5HT1E antag	HER2 expr 66K	M1 antag	M1 agonist	HTR1E agonist	HEK293 NFkB inh	S1P1 ag-PAM
Cc1csc2nc(CSc3nc4ccccc4o3)cn12	-2.9	.	8	120	-0.57	0.16	-0.9	.	0
CC(=O)N(c1ccccc1)c1c(F)c(F)c(F)c(F)c1F	-0.3	-4	1	110	0.21	3.9*	-0.7	3	1
O=C(NC1CCCCCC1)C1CCCN(S(=O)(=O)c2cccs2)C1 (centres undefined)	-0.6	2	-17	84	-1	0.43	-0.1	5	-17
CCCOc1ccc(C(=O)NCCCn2ccnc2)cc1	-0.8	3	5	83	-0.58	-0.17	-0.7	-5	-22
CCCCC(=O)NCc1ccc2c(c1)cc(C)n2C	-0.6	1	6	102	0.18	0.11	-1.1	17	21
Cc1csc(NC(=O)CSc2nc3ccccc3c(=O)[nH]2)n1	0.2	5	-3	81	-0.059	-0.037	-0.2	24	-22
COc1ccc2c(c1OC)C(=O)N(c1nccs1)C2	-0.5	-5	-3	75	-1.8	-1.2	0.9	9	-36
CCCCNC(=O)c1cc2n(n1)C(C(F)(F)F)CC(c1ccccc1)N2 (centres undefined)	-3.8	.	-5	66	0.0065	-0.37	0.4	.	9
O=C(Nc1c(C(=O)Nc2ccccc2)cnn1-c1ccccc1)c1ccco1	-0.9	9	15	127	-0.54	0.79	1.3	0	4
COc1ccc(-c2nc(CS(=O)CC(=O)NCCCN3CCCC3)c(C)o2)cc1OC (centres undefined)	-0.7	-2	4	147	0.88	0.2	-0.8	11	2

Rewritten as a markdown table: entries from further up
| SMILES | S1P3 ag | Jurkat tox 60K | 5HT1E antag | HER2 expr 66K | M1 antag | M1 agonist | HTR1E agonist | HEK293 NFkB inh | S1P1 ag-PAM |
| --- | --- | --- | --- | --- | --- | --- | --- | --- | --- |
| CCCCNC(=O)c1cc2n(n1)C(C(F)(F)F)CC(c1ccccc1)N2 (centres undefined) | -3.8 | . | -5 | 66 | 0.0065 | -0.37 | 0.4 | . | 9 |
| O=C(Nc1c(C(=O)Nc2ccccc2)cnn1-c1ccccc1)c1ccco1 | -0.9 | 9 | 15 | 127 | -0.54 | 0.79 | 1.3 | 0 | 4 |

New compounds follow
SMILES	S1P3 ag	Jurkat tox 60K	5HT1E antag	HER2 expr 66K	M1 antag	M1 agonist	HTR1E agonist	HEK293 NFkB inh	S1P1 ag-PAM
O=C(CC1OC(=O)c2ccccc21)c1ccco1 (centres undefined)	-0.6	6	-7	84	0.26	-0.029	-0.5	6	-4
CCn1cc(C(=O)NCc2ccccc2OC)c(=O)c2cc(S(=O)(=O)N(C)C)ccc21	0.3	-4	7	94	-0.15	-0.68	1.2	4	-34
Cn1cnc2c1c(=O)n(Cc1c(Cl)cccc1Cl)c(=O)n2C	-0.6	-6	5	116	-0.51	-0.7	-0.4	8	.
COc1cc(NS(=O)(=O)c2ccc(NC(=O)c3ccc(C)o3)cc2)nc(OC)n1	-0.7	0	-5	136	0.17	0.84	0.2	12	-23
C=CCn1c(SCC(=O)NC(=O)NCC(C)C)nnc1C1CCCCC1	-1.0	3	2	85	0.77	0.65	-0.7	7	-3
COc1cccc(NC(=O)CNC(=O)c2cccs2)c1	-0.7	4	-2	83	.	.	-0.2	-5	-16
O=C(CN1CCN(c2ncc(C(F)(F)F)cc2Cl)CC1)Nc1ccc2c(c1)OCO2	0.3	6	0	89	0.023	-0.075	-0.3	13	19
CC(C)(C)NC(=O)Cn1nnnc1-c1nonc1N	0.0	2	6	90	-0.63	0.45	0.5	-2	-9
Cc1cc(NC(=O)COC(=O)C2CCN(C(=O)c3ccc(Cl)cc3)CC2)no1	-0.7	-6	-3	100	0.47	0.17	-1.1	3	-12
O=C(COc1ccc(-c2nnc(N3CCCCC3)c3ccccc23)cc1)N1CCCCC1	-4.9	.	-4	93	-1	0.54	-0.1	.	13

Retrieved one by one from above:
SMILES	S1P3 ag	Jurkat tox 60K	5HT1E antag	HER2 expr 66K	M1 antag	M1 agonist	HTR1E agonist	HEK293 NFkB inh	S1P1 ag-PAM
O=C(CC1OC(=O)c2ccccc21)c1ccco1 (centres undefined)	-0.6	6	-7	84	0.26	-0.029	-0.5	6	-4
CCn1cc(C(=O)NCc2ccccc2OC)c(=O)c2cc(S(=O)(=O)N(C)C)ccc21	0.3	-4	7	94	-0.15	-0.68	1.2	4	-34
Cn1cnc2c1c(=O)n(Cc1c(Cl)cccc1Cl)c(=O)n2C	-0.6	-6	5	116	-0.51	-0.7	-0.4	8	.
O=C(COc1ccc(-c2nnc(N3CCCCC3)c3ccccc23)cc1)N1CCCCC1	-4.9	.	-4	93	-1	0.54	-0.1	.	13
O=C(CN1CCN(c2ncc(C(F)(F)F)cc2Cl)CC1)Nc1ccc2c(c1)OCO2	0.3	6	0	89	0.023	-0.075	-0.3	13	19
COc1cc(NS(=O)(=O)c2ccc(NC(=O)c3ccc(C)o3)cc2)nc(OC)n1	-0.7	0	-5	136	0.17	0.84	0.2	12	-23

The results go on.
SMILES	S1P3 ag	Jurkat tox 60K	5HT1E antag	HER2 expr 66K	M1 antag	M1 agonist	HTR1E agonist	HEK293 NFkB inh	S1P1 ag-PAM
CC(=O)c1c[nH]c2ccc(C)cc2c1=O	.	.	-1	95	0.13	0.5	-0.1	6	.
O=C(NC1CC2CCC(C1)N2Cc1nnnn1Cc1ccco1)NC12CC3CC(CC(C3)C1)C2 (centres undefined)	-0.2	-1	-7	103	-0.28	1.7	-0.6	26	-12
Cc1nc(N2CCCC2)c2ccsc2n1	0.5	2	7	100	0.9	-0.93	-0.5	-9	-32
Cc1sc2nc(SCC(=O)NCc3ccco3)[nH]c(=O)c2c1C	-1.2	6	4	96	0.4	0.83	0.0	3	-25
CCN1CCN(C(c2cccc(OC)c2)c2sc3nc(C)nn3c2O)CC1 (centres undefined)	-0.4	3	3	104	.	.	1.1	18	-5
Cc1cc(C)cc(N(CC(=O)N2CCN(c3ccccc3)CC2)S(=O)(=O)c2c(C)noc2C)c1	-0.6	3	-2	84	0.95	0.54	0.6	14	2
CC(=O)N(CCP(=O)(c1ccccc1)c1ccccc1)Cc1ccco1	-0.1	3	6	102	0.083	-0.77	0.8	15	-28
Cc1ccnc(N2CCN(C(=O)CSc3nc4ccccc4nc3N3CCCCC3)CC2)c1	-1.3	0	-7	72	-1.2	-0.27	0.4	6	7
CCOC(=O)Cc1csc(NC(=O)CSc2nnc(-c3ccc(C)cc3)o2)n1	-0.4	2	4	78	-0.22	-0.13	0.5	-6	-29
S=c1[nH]nc(Cc2ccccc2)n1-c1ccccc1	-1.0	-5	-9	87	-1.6	-0.3	-0.7	4	1
CSc1nsc(SC)c1NC(=O)N1CCCC1	0.3	-4	3	89	.	.	0.5	-2	-3
COc1ccccc1NC(=O)C1CCCCC1	0.6	-3	1	101	0.33	0.9	-0.3	18	-6
O=C(Cc1ccc(-c2ccccc2)cc1)N1CCOCC1	-0.8	4	15	112	0.028	0	-1.5	-6	.
COCCNC(=O)CS(=O)Cc1nc(-c2ccccc2C)oc1C (centres undefined)	-1.1	-3	-1	65	0.11	0.74	-0.5	9	-3
O=C(CCCN1Cc2ccccc2C1)c1ccc(F)cc1	-1.5	1	1	109	-1.3	0.52	0.7	22	-4
Cc1ccc(-c2nc3cnccn3c2Nc2ccc3c(c2)OCCO3)o1	.	.	4	33	-0.019	0.21	-0.9	19	.
CC(C)N(C(=O)Nc1ccc2nccnc2c1)C(C)C	-1.5	-4	14	91	0.032	-1.2	-3.7	4	10
Cc1cc(C)c2c(-n3cccc3)c(C(=O)O)sc2n1	0.3	3	1	59	-0.04	-0.28	-0.6	7	7
COc1ccc(N2CCN(C(CNC(=O)c3ccc4c(c3)OCO4)c3cccnc3)CC2)cc1 (centres undefined)	-0.7	5	-3	86	0.04	0.032	0.3	7	-2
CC(=O)Nc1cccc(NC(=O)CCn2c(=O)sc3ccccc32)c1	-0.4	5	6	92	0.54	1.3	-0.9	-3	1
O=C(OCC(=O)N(C1CCCCC1)C1CCCCC1)c1ccncc1	-0.5	-3	-5	111	-1.5	1.3	0.1	13	-9
CCC(Sc1nc(C)cc(=O)[nH]1)C(=O)Nc1ccc(Cl)cn1 (centres undefined)	0.0	-7	2	66	-0.13	0.012	-0.3	12	-3
Cc1[nH]n2c(=O)c3c(nc2c1-c1ccccc1)CCCC3	0.8	-5	11	141	0.51	-0.032	-0.7	2	-9
COc1ccc(NS(=O)(=O)c2coc(C(N)=O)c2)cc1Cl	-0.9	-4	-7	96	0.36	0.34	1.5	4	-2
Cc1cccc(OCC(O)Cn2c(=N)n(CCN3CCCCC3)c3ccccc32)c1 (centres undefined)	-1.7	6	6	93	-1.6	2	0.1	8	-7
Cc1cc(C)c(Cn2c(=O)n(CCCC(=O)NCc3ccco3)c(=O)c3ccccc32)c(C)c1	-0.2	-4	-2	86	0.039	-0.8	0.3	13	-14
Cc1cc(/C=N/n2cnnc2)c(C)n1-c1ccc2ncccc2c1	0.1	1	6	91	0.0023	-1.8	-0.4	6	-15
O=C(c1ccc2nc(N3CCOCC3)sc2c1)N1CCC2(CC1)OCCO2	-0.9	-4	1	89	-0.16	-0.013	0.3	7	0
CCOc1ccc(N(CC(=O)O)S(=O)(=O)c2ccc(F)cc2)cc1	-0.5	12	20	95	-1.2	0.93	-0.6	-1	11
Cc1onc(-c2ccccc2)c1C(=O)NCc1ccco1	-1.2	-1	14	88	-1.6	-0.27	-0.5	16	-8
Cc1cc(=O)n2nc(N3CCCC(C(=O)NCCc4ccccc4)C3)sc2n1 (centres undefined)	-0.3	-6	2	106	-0.9	0.66	-0.6	22	-8
Cn1c(=O)c2c(nc(SCCN3CCCCC3)n2Cc2ccc(Cl)cc2)n(C)c1=O	-3.8	.	2	107	-7.8*	-0.88	-0.7	.	16
